LMPTP block: blocks human LMPTP phosphatase; P24666; recombinant LMPTP-A, OMFP fluorogenic substrate, fluorescence intensity; inhibition, % at 20 µM; 360,000 tested, 0.22% active;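 active means compounds that cut the enzyme signal by at least half of the control window in the single-dose screen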;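 further: plate controls were DMSO wells with enzyme plus substrate for no effect and substrate without enzyme for full effect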
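Test system: LMPTP-A phosphatase enzyme. Amount: LMPTP-A at 0.625 nM final in the reaction. Reagent: OMFP substrate, 400 µM final. Times: 50 min at room temperature. Signal: endpoint fluorescence intensity from OMFP dephosphorylation. Read-out basis: % inhibition. Benchmarks: no-enzyme and uninhibited controls.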
SUMO1 PPI mod: modulators of human SUMO1-mediated protein-protein interactions | SUMO1 binding to a labelled peptide, TR-FRET, 1 h | inhibition, % at 20 µM | AID 602429 | 360,000 tested, 0.33% active; in the data active means inhibition above about 37%
DNMT1 block: DNMT1 (human) enzyme inhibition; inhibition (reported as % activation of signal), % at 10 µM; 360,000 tested, 0.83% active; AID 588458; DNMT1 molecular beacon, Hinp1I cleavage, fluorescence; in the data active means inhibition above about 50%
Target sequence (P26358 504-1616 limits assumed): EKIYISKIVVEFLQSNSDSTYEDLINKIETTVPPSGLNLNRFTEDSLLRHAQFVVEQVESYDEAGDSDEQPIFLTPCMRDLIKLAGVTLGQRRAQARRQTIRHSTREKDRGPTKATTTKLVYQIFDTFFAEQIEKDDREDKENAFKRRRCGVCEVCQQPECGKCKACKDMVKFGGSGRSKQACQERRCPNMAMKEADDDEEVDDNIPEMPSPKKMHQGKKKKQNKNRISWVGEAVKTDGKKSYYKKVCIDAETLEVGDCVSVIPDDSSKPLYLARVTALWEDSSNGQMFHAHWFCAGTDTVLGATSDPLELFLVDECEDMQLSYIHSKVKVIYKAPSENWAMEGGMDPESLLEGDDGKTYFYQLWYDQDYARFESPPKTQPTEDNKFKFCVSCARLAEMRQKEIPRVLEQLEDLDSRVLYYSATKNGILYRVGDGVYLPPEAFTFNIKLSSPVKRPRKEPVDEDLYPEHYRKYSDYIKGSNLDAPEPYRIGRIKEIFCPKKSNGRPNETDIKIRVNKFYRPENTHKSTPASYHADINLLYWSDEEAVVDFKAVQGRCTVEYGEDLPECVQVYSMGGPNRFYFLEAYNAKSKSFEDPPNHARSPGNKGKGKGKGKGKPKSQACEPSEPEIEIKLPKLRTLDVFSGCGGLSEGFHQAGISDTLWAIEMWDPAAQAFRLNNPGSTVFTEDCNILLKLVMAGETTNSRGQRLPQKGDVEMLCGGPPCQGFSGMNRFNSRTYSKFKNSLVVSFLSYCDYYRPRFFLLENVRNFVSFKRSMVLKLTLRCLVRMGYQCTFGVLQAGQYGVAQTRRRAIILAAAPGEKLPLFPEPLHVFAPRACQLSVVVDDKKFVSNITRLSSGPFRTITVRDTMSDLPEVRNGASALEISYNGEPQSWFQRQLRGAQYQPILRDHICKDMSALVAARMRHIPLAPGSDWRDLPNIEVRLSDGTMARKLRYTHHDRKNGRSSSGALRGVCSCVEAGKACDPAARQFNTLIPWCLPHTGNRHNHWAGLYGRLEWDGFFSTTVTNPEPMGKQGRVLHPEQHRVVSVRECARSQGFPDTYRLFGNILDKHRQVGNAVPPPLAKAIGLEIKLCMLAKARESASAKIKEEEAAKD
CendR NRP1 mod: modulators of CendR peptide binding to human neuropilin-1; 360,000 tested, 0.85% active; FAM-RPARPAR peptide binding to NRP-1, fluorescence polarization; inhibition, % at 25 µM; AID 602438;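 active means inhibition or corrected inhibition above about 18%, plus a signal ratio from 0.5 to 1.5, limit read from the data, passing the limit was not always enough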; further: strong numbers were not always called active
Scp-1 inhibitor: inhibitors of human Scp-1 phosphatase | inhibition, % at 20 µM | 340,000 tested, 0.88% active | AID 493091 | Recombinant Scp1, phosphopeptide, malachite green phosphate absorbance | Q9GZU7;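 active means inhibition above about 50% at 20 µM, limit read from the data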;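 further: plate controls were DMSO wells with enzyme for no effect and wells lacking enzyme for full effect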
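Test system: SCP-1 phosphatase catalytic domain, residues 76-261 | Compound dosing: One concentration, 20 µM, with 1.0% DMSO | Schedule: 45 min room-temperature reaction, 5 min colour, 30 min stabiliser | Detection: Absorbance at 630 nm | Read-out basis: % inhibition of SCP-1 phosphate liberation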
STEP inh: STEP (human) phosphatase inhibition. P54829. recombinant STEP, OMFP fluorogenic substrate, fluorescence. inhibition, % at 20 µM. 360,000 tested, 0.25% active. AID 588621;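 active means inhibition at 20 µM, scaled per plate between control wells, above about 37%, limit read from the data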;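 further: 0% = DMSO with enzyme and substrate and 100% = substrate only without enzyme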
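Also added – OMFP at 25 µM · Test system – STEP tyrosine phosphatase · Technique – FITC-channel fluorescence of OMFP product · Schedule – 20 min at room temperature, dark · Evaluation – control-normalized % inhibition with plate pattern correction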
eLon inh: inhibits E. coli Lon protease; P0A9M0; purified E. coli Lon protease, fluorescence polarization; inhibition, % at 7.94 µM; 360,000 tested, 0.42% active; in the data active means inhibition above about 13%, passing the limit was not always enough;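 further: 0% = enzyme with probe and DMSO and 100% = no enzyme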
MsrA inh: bovine MsrA inhibition; purified bovine MsrA, absorbance read-out; inhibition, % at 15.5 µM; 360,000 tested, 0.75% active; in the data active means inhibition above about 4.5%;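 further: 0% = vehicle wells with enzyme and 100% = reference inhibitor wells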
MsrA act: activators of bovine methionine sulfoxide reductase A; AID 602163; activation, % at 10.6 µM; purified bovine MsrA, absorbance read-out; 360,000 tested, 0.3% active; in the data active means activation above about 7.5%;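 further: 0% = vehicle and 100% = reference activator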
TbMetRS inhib: blocks T. brucei methionyl-tRNA synthetase activity. purified T. brucei MetRS, ATP depletion, Kinase-Glo luminescence. 360,000 tested, 0.4% active. inhibition, % at 11.9 µM;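 active means inhibition above a per-plate cutoff of the control wells' mean inhibition plus 3 SD, cut at about 5.5% in these data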;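 further: 0% = DMSO wells median and 100% = median of wells with control inhibitor compound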
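assay system = parasite MetRS enzyme | timing = 15 min preincubation, 2 h reaction, all 25 °C | evaluation = percent inhibition relative to median high and low control wells | medium = HEPES buffer containing pyrophosphatase, BSA, spermine, DTT | compound = single dose, 11.9 µM final nominal, 0.9% final DMSO | detection = Kinase-Glo luminescence, ATP depletion format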
Active calls of the source: *; x = no result given.

SMILES	eLon inh	TbMetRS inhib	CendR NRP1 mod	MsrA inh	STEP inh	Scp-1 inhibitor	DNMT1 block	MsrA act	SUMO1 PPI mod	LMPTP block
COC(=O)C1C(=O)c2c([nH]c(C(=O)OCCSC)c2C)CC1C (stereo unspecified)	-2	0.5	-3	-0.8	-2	0	0	-3	-2	-0.4
CSc1ccccc1NC(=O)c1ccc(CN2CCOCC2)cc1	9	-0.3	4	-0.2	-1	-6	-1	-3	2	-0.9
CC1CCN(C2=C(NS(=O)(=O)c3ccccc3)C(=O)c3ccccc3C2=O)CC1	7	0.4	-4	0.3	3	-4	-7	-1	-31	6.0
CCOC(=O)Nc1ccc(NC(=O)c2c(OC)cccc2OC)cc1	-11	-0.3	2	-0.5	-2	0	0	-3	1	-1.8
C[C@@H]1CCCCO[C@@H](CN(C)C(=O)c2ccncc2)[C@@H](C)CN([C@H](C)CO)C(=O)c2cc(NC(=O)Cc3ccccc3)ccc2O1	-4	-0.5	9	-0.4	1	x	3	0	4	-2.8
CCOC(=O)Cc1c(C)nc2c(-c3ccccc3)cnn2c1C	7	-0.7	-16	2.8	1	-3	3	-1	-3	-0.1
O=Cc1ccc(N2CCCC2)c(F)c1	-2	0.2	11	2.8	1	-3	3	-5	-12	-2.0
COc1nc(-c2ccccc2)ccc1-c1noc(-c2ccccc2F)n1	3	-0.3	9	0.7	-1	0	-4	0	25	-1.0
CN(C)c1ccc(/C=C(/NC(=O)c2ccccc2)C(=O)N2CCCC2)cc1	-200	0.0	-59	5.4*	-2	-5	0	-4	-7	3.1
CCOc1cc(CNCc2ccccn2)cc(Cl)c1OC	1	-0.4	7	-0.6	-3	-1	2	-7	-1	-1.8
NC(=S)COc1ccccc1	-3	0.2	-6	-1.3	2	-9	0	-5	2	-7.1
CC1CCN(Cc2ccc(-c3nnn(CC(=O)Nc4ccccc4Cl)n3)cc2)CC1	-4	0.3	2	-0.8	-3	0	-1	-2	0	1.1
COc1ccc(OC)c(Cc2nnc(CCC(=O)N3CCCCCC3)o2)c1	-4	0.2	-2	0.4	1	-6	5	-2	1	0.8
CCCCn1nnnc1C(c1ccccc1)N1CCN(c2cccc(C)c2C)CC1 (stereo unspecified)	3	0.2	-4	-0.8	x	x	x	0	3	4.8
S=c1[nH]nc(COc2ccc(Cl)cc2)n1C1CCCCC1	3	-0.8	6	0.1	1	3	7	-3	-4	0.5
CCOc1ccc(CCNC(=O)COC(=O)c2ccc(OC)c(OC)c2OC)cc1OCC	1	-0.2	1	2.1	0	-7	1	-1	2	-1.1
CCOc1ccc(N2C(=O)CC(Sc3nc(CC(C)C)ccc3C#N)C2=O)cc1 (stereo unspecified)	-1	-0.4	-9	3.6	1	-6	-16	-2	-10	1.9
COc1ccc(C(=O)/C=C/Nc2cc(C)ccn2)cc1	1	-0.6	-7	1.6	2	-10	-2	-2	-28	1.7
COc1ccc(/C=C/c2c([N+](=O)[O-])c(=O)n(C)c(=O)n2C)cc1OC	-6	-0.2	1	0.7	-2	-3	-1	-2	-4	-0.2
COc1ccc(N(C)S(=O)(=O)c2cccc(C(=O)NC3CCCC(C)C3C)c2)cc1 (stereo unspecified)	-5	-0.5	-6	-0.5	0	-9	1	0	5	1.7
CCN(CC(=O)Nc1cccc(Br)c1)Cc1nc2ccccc2c(=O)[nH]1	-13	-0.8	2	-0.2	2	7	-4	-2	-1	-1.7
Cc1ccc(NC(=O)C2(N3CCC3=O)CCCCC2)cc1	6	-0.5	-3	-0.1	0	-5	1	-2	2	-0.6
COc1cccc2c1CCc1c-2nc2ccccc2c1C(=O)O	-12	0.2	-10	2.2	0	-2	-1	-2	1	-2.9
Cc1ccc2c(c1)NC(c1cccs1)C1=C(CC(C)(C)CC1=O)N2 (stereo unspecified)	-8	-1.0	0	3.3	-2	-5	0	-9	-2	0.2
CCS(=O)(=O)N1CCN(c2ccc(C(=O)NC34CC5CC(CC(C5)C3)C4)cc2[N+](=O)[O-])CC1	-8	-0.7	2	-0.3	3	-5	-4	-3	-6	1.8
COc1ccc(CNC(=O)COC(=O)[C@@H]2CCCN2C(=O)c2cccs2)cc1	-9	0.0	-6	0.2	0	-12	-4	0	-7	-0.6
Cc1ccc(N(CC(=O)Nc2ccccc2-c2ccccc2)S(=O)(=O)c2ccccc2)c(C)c1	-7	-0.8	6	-1.6	4	3	-2	-2	3	2.5
CC(C)(C)CC(=O)NCc1cccs1	3	-0.5	2	-0.5	2	-7	0	-3	-2	0.0
CCN(CC)C(=O)[C@H]1CC(CC(=O)NCCN2CCOCC2)C(=O)N2CCc3c([nH]c4ccc(OC)cc34)[C@]12C (stereo partly specified)	-3	-0.9	2	1.5	3	4	4	-1	4	-8.5
CCOC(=O)N/N=C/C=C/c1ccccc1[N+](=O)[O-]	-3	0.5	-11	0.2	-4	-10	6	-4	-7	-1.0
CCN(CC)c1ccc(C(=O)OCC(=O)Nc2ccccc2-c2ccccc2)cc1	1	-0.4	-2	5.8*	2	-3	-3	-8	-6	4.3
Cc1cc(C)nc(SCC(=O)NCc2ccco2)n1	1	-0.3	-10	-0.2	-1	7	5	-3	2	-4.8
Cn1cccc1CC(=O)N/N=C/c1ccc(Cl)cc1	0	0.2	-2	-0.1	0	11	-7	-2	3	-0.5
O=C(CSc1nnc(Nc2ccccc2)s1)NCCN1C(=O)CSC1=O	0	-0.6	-3	-0.8	-1	-7	-4	-2	0	0.3
O=C(COC(=O)c1cc(Br)ccc1O)NC12CC3CC(CC(C3)C1)C2	2	-0.1	14	1.8	-2	61*	-3	-3	2	-0.4
CC(C)NC(=O)NC(=O)COC(=O)c1ccccc1F	-4	-0.7	-3	0.8	0	0	1	-5	6	-2.6
Cc1nn(Cc2ccccc2Cl)c(C)c1C(=O)N1CCN(c2ccccc2)CC1	-10	-1.7	4	-0.1	-1	-4	4	-9	-2	-1.2
O=C(Nc1cccc(C(=O)N2CCCCCC2)c1)c1ccco1	-14	-1.9	-13	-0.3	-2	3	4	-9	-3	-0.4
COc1cc2ccccc2cc1C(=O)Nc1ccc(S(=O)(=O)Nc2cc(C)on2)cc1	1	-0.3	-4	-0.6	-2	-10	0	-2	8	0.2
CC1(C(=O)OCC(=O)Nc2nc(-c3ccc(F)c(F)c3)cs2)CC1(Cl)Cl (stereo unspecified)	0	-0.1	16	-1.8	0	-12	2	-2	0	4.2
CN=c1sc(C(=O)Nc2cccc(Cl)c2)cc(=O)n1C	1	0.3	-5	0.7	0	-2	1	2	-19	-0.3
COc1ccc(OCC(O)CN2CC(C)OC(C)C2)cc1 (stereo unspecified)	2	-0.6	3	-0.3	-1	-2	3	-2	4	-2.6
CC(=O)c1cccc(NC(=O)N2C3CCCC2CC(NC(=O)C2CC2)C3)c1 (stereo unspecified)	8	-1.1	10	1.0	-1	4	2	-9	-2	-2.3
O=C(O)Cc1sc(=O)[nH]c1O	9	-0.1	10	-0.1	-1	1	-1	-3	-1	-0.6
C/C=C/c1ccc(OCCCCN(C)Cc2ccccc2)c(OC)c1	-5	-0.6	-4	-0.8	1	-3	-1	-4	-1	-1.4
O=c1c2ccccc2nc(-c2ccco2)n1CCc1ccc(O)cc1	-6	-0.2	7	2.5	-2	-10	1	-3	-5	-0.1
c1ccc2ncc(-n3cnnn3)cc2c1	3	0.0	-2	0.1	1	0	-2	-3	-1	-0.3
CC(=O)Nc1ccc(C(=O)Nc2ccc3c(c2)OCCO3)cc1	-10	-0.9	1	-0.4	-2	-10	-1	-4	6	-1.2
CC(C)(C)S(=O)(=O)N1C[C@H]2CC/C=C\C/C(c3ccccc3)=C\2[C@@H]1CCO	10	-0.6	4	1.8	0	-11	3	1	2	0.4
Fc1ccccc1CSc1nc2ccccc2[nH]1	-14	-1.4	4	0.5	-2	-7	2	-8	7	1.7
Cn1cc(S(=O)(=O)NC2CCCCC2)c(=O)n(C)c1=O	-6	-0.1	15	0.2	-3	-3	2	1	2	-1.8
O=C(Nc1ccc(Cl)c(Cl)c1)N1N=CCC1c1ccccc1 (stereo unspecified)	-7	0.0	0	-0.1	2	-10	-7	-5	3	1.1
CC1(C)CC(=O)C2=C(C1)N(Cc1ccccc1)C(=O)C2(NC(=O)C(C)(C)C)C(F)(F)F (stereo unspecified)	-4	0.3	8	-0.2	0	-1	-3	-1	5	-1.3
CN(Cc1ccccc1)C1CCNCC1	0	-0.3	-6	-0.5	-5	-8	-1	-4	-1	-8.1
Nc1cc(=O)[nH]c(SCCSc2cc(Cl)ccc2Cl)n1	-2	-0.9	18	0.4	-1	-16	-1	0	6	0.2
O=C(CSc1nc2ccccc2c(=O)n1NC(=O)Cc1ccccc1)NCc1ccccc1Cl	0	0.5	-1	-0.4	0	-4	-1	-3	13	1.0
O=C(CN1CCN(C(=O)C2CCC2)CC1)Nc1ccc(F)cc1	-4	-0.3	1	0.7	-1	10	2	-3	-2	-1.1
COc1ccc(S(=O)(=O)N2CCN(C(=O)c3cccc(Cl)c3)CC2)cc1	-5	-1.6	-8	-0.2	-4	5	2	-10	-2	-0.2
COc1ccc(C(=O)Cn2c3ccccc3n3nc(CCC(=O)O)c(=O)nc23)cc1OC	-8	-0.9	-14	1.4	-2	-8	0	-1	2	-1.5
CCCCSc1nnc(C)c(=O)[nH]1	6	-0.8	0	-0.2	-2	-8	1	-5	1	-2.6
O=C(Oc1ccc(Cl)cc1N1C(=O)CCC1=O)c1ccco1	-11	-0.2	-11	-0.4	-1	-5	2	-3	5	-0.9
COc1ccccc1C(NC(=O)C1CCCCC1)c1c(O)ccc2ccccc12 (stereo unspecified)	-6	-0.6	-8	1.7	-1	-13	9	-4	2	-1.9
C/C(=N\NC(=O)CCn1nc(C)cc1C)C(C)(C)C	-2	0.1	1	-0.4	2	-5	-1	-1	-11	-1.2

Single values from above:
Value of Cn1cc(S(=O)(=O)NC2CCCCC2)c(=O)n(C)c1=O under Scp-1 inhibitor: -3
Value of CC(C)NC(=O)NC(=O)COC(=O)c1ccccc1F under eLon inh: -4
Value of CCCCSc1nnc(C)c(=O)[nH]1 under MsrA act: -5

Screening results: PubChem BioAssay, several laboratories
